Screening results (PubChem BioAssay)
Chronic BCR inh = qHTS Assay to Find Inhibitors of Chronic Active B-Cell Receptor Signaling; ABC-DLBCL IkBa-CBG/CBR reporter, luminescence ratio, 4 h; Potency, µM (top dose mostly 46.1 µM), without a hit: top-dose ratio change, negative = lower green/red ratio, actives largely listed as inhibitors; 340,000 compounds, 0.05% hits; AID 493014, 2011; active means well fitted inhibition curve with a large enough effect in the signal ratio, with a control signal flat, not every such curve was filed as active; inconclusive means small, poorly fitted or top-dose-only effect, or effect the other way, or a change in a side signal; the % refers to the signal ratio;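 further: potency means the concentration at half of the fitted maximal effect; plate controls were basal doxycycline-induced cells for no effect and cells given 10 µM MG132 for full effect; MG132 reads +100%, hits lower the ratio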
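Cell line TMD8 (human ABC DLBCL), stably expressing tet-inducible CBG68-IkBa fusion and CBR; IMDM/0.5% FBS; cpd up to 46 uM; dox induction, 4 h, 37C/5% CO2; dual luminescence; green/red ratio; MG132 control.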
Giardia killer = Small Molecules that selectively kill Giardia lamblia: qHTS; Giardia lamblia trophozoite viability; activity change, % at 7.66 µM, hits read low; 340,000 compounds, 0.15% hits; in the data active means activity change below about -80%; inconclusive means between about -30% and that limit;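 further: parasites exposed to compound for two days anaerobically before the ATP read; on the % scale 0 is the no-effect control and ±100 the full control effect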
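Luminescence from cellular ATP indicates surviving trophozoites (100 cells/well) following 48 hrs anaerobic compound treatment at 37 deg C; signal develops 15-30 min at room temperature.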
B2AR arrestin = qHTS assay of beta-arrestin-biased ligands of beta2-adrenergic receptor. AID 492947, 2010. 330,000 compounds, 0.02% hits. Potency, µM (titrated, usually from 46.1 µM), for inactives: at the highest dose activation, usual class: activators. beta-arrestin recruitment to beta2AR, cell-based reporter. Beta-2 adrenergic receptor (Homo sapiens), P07550;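 further: potency means the concentration at half of the fitted maximal effect; 0% = DMSO controls and full agonism = EC100 isoproterenol or metaproterenol; nearly all actives have a fitted effect of over 65% in size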
Tb PFK inh = qHTS Assay to Find Inhibitors of T. brucei phosphofructokinase; ATP-dependent 6-phosphofructokinase (Trypanosoma brucei brucei), O15648; T. brucei PFK, ADP-Glo luminescence; Potency, µM (series often up to 57.5 µM), without a hit: at the top dose activity, negative = inhibition, actives largely listed as inhibitors; 330,000 compounds, 0.17% hits; AID 485367, 2010;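 further: potency means the concentration at half of the fitted maximal effect; 0% = uninhibited 1x PFK enzyme wells and -100% = no-enzyme wells; nearly all actives have a fitted effect of over 60% in size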
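Activity is normalized to no-enzyme wells (full inhibition) and 1.25 nM enzyme wells (no inhibition). Reaction: 0.5 mM F6P, 0.1 mM ATP, 45 min RT, ADP-Glo luminescence; concentration-response curves fitted and classed by quality.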
Coupling enz = qHTS Assay for Inhibitors of Fructose-1,6-bisphosphate Aldolase from Giardia Lamblia: Coupling assay counterscreen | 290,000 compounds, 0.67% hits | activity change, negative = inhibition, % at 58.2 µM, hits read low | coupling enzyme system counterscreen, AmpLite Red fluorescence | AID 2472, 2010; in the data active means activity change below about -30%; further: on the % scale 0 is the no-effect control and ±100 the full control effect
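Counterscreen lacking aldolase: glyceraldehyde-3-phosphate coupling-enzyme reagent preincubated 10 min at RT with compound (at 57.5 uM final), then substrate/coupling system with AmpLite Red added; fluorescence read at 525/598 nm after 20 min RT.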
Menin MLL FP TR = qHTS Assay for Inhibitors Targeting the Menin-MLL Interaction in MLL Related Leukemias: Competition With Texas Red Labeled MLL-derived Mutant Peptide; O00255; Menin + Texas Red MLL mutant peptide, fluorescence polarization; Potency, µM (titrated, usually from 61.6 µM), inactives show at the top dose FP activity change, negative = inhibition, usual class: inhibitors; 270,000 compounds, 0.23% hits; active means well fitted inhibition curve with a large enough effect in the polarisation, with a control signal flat, not every such curve was filed as active; inconclusive means small, poorly fitted or top-dose-only effect, or effect the other way, or a change in a side signal; inactive means no such curve, though single readings can be large or run the other way; the % refers to the polarisation; further: potency means the concentration at half of the fitted maximal effect; % of control where 0% means no effect; many of its hits are not listed in these tables
GALK inhibitor = qHTS Assay for Inhibitors of Human Galactokinase (GALK) | P51570 | Purified GALK, Kinase-Glo residual ATP luminescence | Potency, µM (highest dose often 57.5 µM), without a hit: at the highest dose activity change, negative = inhibition, usual class: inhibitors | 270,000 compounds, 0.007% hits | AID 1868, 2009; further: potency means the concentration at half of the fitted maximal effect; on the % scale 0 is the no-effect control and ±100 the full control effect
Target sequence (P51570 whole entry, looked up): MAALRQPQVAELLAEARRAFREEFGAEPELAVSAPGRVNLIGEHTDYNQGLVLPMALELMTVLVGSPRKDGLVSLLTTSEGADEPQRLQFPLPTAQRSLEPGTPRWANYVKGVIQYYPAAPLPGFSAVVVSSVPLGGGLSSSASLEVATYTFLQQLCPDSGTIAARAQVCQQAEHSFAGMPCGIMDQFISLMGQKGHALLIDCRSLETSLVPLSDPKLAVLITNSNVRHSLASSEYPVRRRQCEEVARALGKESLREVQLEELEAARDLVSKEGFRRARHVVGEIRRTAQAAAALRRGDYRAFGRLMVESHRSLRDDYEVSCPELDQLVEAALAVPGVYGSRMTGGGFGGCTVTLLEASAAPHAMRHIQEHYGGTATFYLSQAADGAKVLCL
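Luminescence from leftover ATP (Ultra-Glo luciferase/luciferin) served as read-out after a 1 h room-temperature reaction of 5 nM GALK with 35 uM ATP and 100 uM galactose.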
TSG101-PTAP inh = qHTS Assay for Iinhibitors of HIV-1 Budding by Blocking the Interaction of PTAP/TSG101. Tumor susceptibility gene 101 protein (Homo sapiens), Q99816. Fluorescence polarization, FITC-PTAP peptide / Tsg101 binding. Potency, µM (titrated, usually from 115 µM), for inactives: at the highest dose activity change, negative = inhibition, most hits filed as inhibitors. 340,000 tested, under 10 active. AID 493005, 2010; active means well fitted inhibition curve with a large enough effect in the main read-out, with a control signal flat, not every such curve was filed as active; inconclusive means small, poorly fitted or top-dose-only effect, or effect the other way, or a change in a side signal; inactive means no such curve, though single readings can be large or run the other way; further: potency means the concentration at half of the fitted maximal effect; % of control where 0% means no effect
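Steps: Tsg101 binding domain dispensed (10 uM final), compounds pinned in DMSO, FITC-labeled PTAP-motif peptide added (50 nM final); after 20 min binding at room temperature, polarization measured.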
Integrin act MD = qHTS for Activators of Integrin-Mediated Alleviation for Muscular Dystrophy; 350,000 compounds, 0.064% hits; alpha7betagal myoblasts, beta-gal FDG fluorescence, 48 h; AID 624291, 2012; Potency, µM (series often up to 38.3 µM), for the others: top-dose activation, hits mostly activators;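 further: potency means the concentration at half of the fitted maximal effect; 100% = response of the positive control SU9516; nearly all actives have a fitted effect of over 60% in size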
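Alpha7betagal+/- myoblasts (passage 13) were plated 16-24 hr, then exposed to compounds (1:260 dilution of DMSO stock) for 48 hours at 37C. After MPER lysis, β-galactosidase reporter activity was read as FDG fluorescence (ex 480/em 540) after 30 minutes.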
PKM2 activator = qHTS Assay for Activators of Human Muscle isoform 2 Pyruvate Kinase. Pyruvate kinase PKM (Homo sapiens), P14618. purified PKM2, Kinase-Glo ATP luminescence, activation; response scale: 0% is enzyme alone, no compound. Potency, µM (series often up to 57.5 µM), without a hit: at the highest dose activation, usual class: activators. 260,000 compounds, 0.34% hits; further: potency means the concentration at half of the fitted maximal effect; on the % scale 0 is the no-effect control and ±100 the full control effect; nearly all actives have a fitted effect of over 55% in size
Target sequence (P14618 whole entry, looked up, canonical isoform): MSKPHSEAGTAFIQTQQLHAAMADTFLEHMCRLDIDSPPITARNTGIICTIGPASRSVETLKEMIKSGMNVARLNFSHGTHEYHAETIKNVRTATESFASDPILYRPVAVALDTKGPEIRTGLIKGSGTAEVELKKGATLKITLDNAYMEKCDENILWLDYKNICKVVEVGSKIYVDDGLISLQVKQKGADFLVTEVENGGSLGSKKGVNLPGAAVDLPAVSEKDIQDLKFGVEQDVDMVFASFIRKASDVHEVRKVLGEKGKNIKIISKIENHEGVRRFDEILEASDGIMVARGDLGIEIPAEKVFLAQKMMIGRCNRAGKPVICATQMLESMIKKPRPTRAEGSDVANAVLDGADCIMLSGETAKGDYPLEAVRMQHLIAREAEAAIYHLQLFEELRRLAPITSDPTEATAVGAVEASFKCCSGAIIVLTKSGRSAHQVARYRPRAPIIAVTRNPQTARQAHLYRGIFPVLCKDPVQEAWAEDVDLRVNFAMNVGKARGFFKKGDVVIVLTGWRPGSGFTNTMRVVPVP
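Kinase-Glo luminescence reports ATP generated from ADP (0.1 mM) and PEP (0.5 mM) by purified hPK-M2 after 1 h at room temperature, pH 7.2 imidazole buffer; intermediate enzyme activity allows detecting inhibitors and activators.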
S-ASM inh = Inhibitors of Secretory Acid Sphingomyelinase (S-ASM): qHTS; placental ASM, HMU-PC fluorogenic substrate, 60 min; Potency, µM (series often up to 57.5 µM), for inactives: at the highest dose activity change, negative = inhibition, most hits filed as inhibitors; 340,000 compounds, 0.006% hits; further: potency means the concentration at half of the fitted maximal effect
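Fluorogenic HMU-PC substrate (9 uM final) is turned over by placental ASM in 60 min at 37 C after a 10 min compound preincubation. Reaction ended by alkaline stop (pH 10), with fluorescence read at 386/447 nm.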
* = called active by the depositor; u = inconclusive; x = no result given; [ ] = dose if it differs, or a comment. Unless noted, the call rests on the fitted dose curve; in most records, active means well fitted curve in the direction sought with a large enough effect; inconclusive means small, poorly fitted or top-dose-only effect, or another doubt; inactive means no such curve, though single readings can be large; an effect the other way counts as inactive or inconclusive.

SMILES	Chronic BCR inh	Giardia killer	B2AR arrestin	Tb PFK inh	Coupling enz	Menin MLL FP TR	GALK inhibitor	TSG101-PTAP inh	Integrin act MD	PKM2 activator	S-ASM inh
CCCc1nc2ccc(N)cc2c(=O)n1Cc1ccccc1Cl	u	-1	0.2%	-5%	-5	-6%	3%	0%	-13%	0%	32%[activator]
c1ccc(CCNc2ncnc3c2nnn3Cc2ccccc2)cc1	-2%	-5	0.1%	0%	-1	6%	-2%	-2%	31%	7%	-6%
COc1ccc(N2C(=O)/C(=C3/C=CC=CN3C)SC2=S)cc1	2%	-4	0.0%	-2%	-4	-6%	-4%	-7%	10%	-1%	-9%
CC(NS(=O)(=O)c1ccc(Br)cc1)C(=O)NCCc1ccccc1 (stereo not drawn)	-11%	-1	0.1%	-6%	-1	-15%	0%	-1%	25%	-14%	1%
COc1ccccc1/C=C/C(=O)OCC(=O)Nc1c(C)nn(-c2ccccc2)c1C	-1%	4	0.0%	0%	x	x	x	-1%	2%	x	-1%
O=C(Nc1ccc2c(c1)OCO2)Nc1ccc(F)cc1F	u	6	4.5%	-17%	10	u	-3%	16%	-14%	-14%	-1%
Cc1cccc(-n2cnc(C(=O)N3CCN(C)CC3)c2)n1	5%	-14	0.1%	-4%	6	10%	10%	-3%	-54%[inhibitor]	-6%	4%
CC(=O)c1ccc(NC(=O)CSc2nccn2CCc2ccccc2)cc1	u	7	0.3%	0%	3	x	-2%	-5%	-9%	3%	-2%
c1ccc2c(NC3C4CC5CC(C4)CC3C5)nc(N3CCOCC3)nc2c1 (stereo not drawn)	-2%	-10	-0.1%	2%	2	-21%	0%	-5%	-70%[inhibitor]	1%	134%[activator]
O=C1c2ccc(Oc3ccc([N+](=O)[O-])cc3)cc2C(=O)N1CCCO	u	19	-0.3%	-3%	0	1%	6%	-1%	u	0%	1%
OCCCNc1nc(-c2ccc(Cl)cc2)nnc1-c1ccccc1	u	22	-0.4%	6%	2	4%	0%	-2%	2%	-2%	-1%
Cc1cccc(C(=O)N2CC(=O)Nc3ccc(F)cc3C2c2ccc(F)cc2)c1 (stereo not drawn)	u	-7	-0.3%	0%	-4	-6%	0%	-3%	9%	x	-4%
CN(CCCC(=O)Nc1ccccc1)S(=O)(=O)c1ccc(Cl)cc1	u	23	-1.0%	0%	-1	8%	x	-1%	5%	-1%	4%
CC(=O)OC12CC3CC(C1)C(=NO)C(C3)C2	u	-11	-0.1%	-14%	1	1%	-1%	-1%	0%	-2%	4%
O=C(COC(=O)c1cc[n+]([O-])cc1)NCC12CC3CC(CC(C3)C1)C2	u	-2	-1.0%	0%	2	-8%	0%	-6%	7%	1%	2%
COC(=O)c1cc(C)nc2c1c(C)nn2-c1ccccc1	-3%	1	0.0%	-4%	x	x	x	-3%	22%	x	5%
Cc1ccc2nc(N3CCN(CCO)CC3)nc(-c3ccccc3)c2c1	-6%	-24	-0.4%	-1%	-1	u	2%	-1%	-2%	x	11%
CCOC(=O)N1CCC(n2c(SCC(=O)c3ccccc3)nc3ccsc3c2=O)CC1	-2%	-5	-0.3%	-4%	3	3%	0%	-2%	24%	0%	2%
CC(C)N(Cc1ccccc1)C(=O)COC(=O)c1cnc(Cl)c(Cl)c1	1%	-2	0.0%	8%	x	x	x	-1%	-16%	x	0%
O=C(CSC1=NCCS1)N1CCCC1	0%	-12	0.0%	3%	-2	-8%	2%	-4%	-31%	0%	6%
COc1ccc(CCNC(=O)c2oc3ccc(S(=O)(=O)N4CCOCC4)cc3c2C)cc1OC	2%	-5	0.1%	-1%	1	1%	-4%	-2%	29%	5%	-1%
Cc1ccc(-c2ccc(=O)n(CC(=O)NCCN3C(C)CCCC3C)n2)cc1 (stereo not drawn)	-10%	-6	0.1%	0%	2	-16%	3%	-5%	-42%	0%	-2%
COc1ccccc1CNC(=O)CCCNS(=O)(=O)c1cccc2nsnc12	1%	5	-0.1%	1%	-1	-5%	-2%	-5%	5%	3%	2%
O=C(CSc1ccc(Cl)cc1)Nc1nnc(-c2ccco2)o1	6%	-2	0.1%	5%	x	x	x	-1%	0%	x	x
Cc1ccc(S(=O)(=O)CCC(=O)Nc2sccc2C(N)=O)cc1	u	7	0.1%	0%	x	x	x	-4%	-32%	x	-2%
CCOC(=O)N1CCN(C(=O)c2ccc(N3CC4CC(C3)c3cccc(=O)n3C4)c(NC(=O)c3ccc(F)cc3)c2)CC1 (stereo not drawn)	-1%	15	0.0%	1%	2	-13%	14%	-10%	-3%	5%	-2%
Cc1ccccc1-n1nc(-c2ccc(N)cc2)cc1N	u	-10	-0.2%	1%	2	-13%	1%	-2%	-4%	13%	-1%
CCN(CC)C(=O)CN1CCC(c2nc3cc(C)c(C)cc3[nH]2)CC1	2%	-9	-0.7%	-2%	0	-13%	x	1%	13%	0%	3%
COc1ccc(OCC(=O)Nc2sc3c(c2C(=O)NCC2CCCO2)CCC3)cc1 (stereo not drawn)	u	3	-0.1%	1%	1	x	8%	-4%	-19%	-8%	-13%
CCS(=O)(=O)N1CCC(NC(=O)c2ccco2)CC1	3%	-12	0.2%	0%	5	-1%	6%	-2%	14%	-3%	-3%
COc1ccc(Cl)c2c1[nH]c1nc(SCc3cccnc3)nnc12	6%	6	0.2%	-1%	0	-2%	9%	-1%	11%	4%	1%
Cc1ccc(S(=O)(=O)Nc2ncnc3ccccc23)cc1	1%	17	-1.1%	-9%	2	25%	16%	-1%	21%	0%	162%[activator]
COc1ccc(S(=O)(=O)CCC(=O)Nc2cccc(OC)c2)cc1	u	x	0.0%	2%	1	17%	8%	x	x	-2%	x
N=c1n(CCCOc2ccc(F)cc2)c2ccccc2n1CC(N)=O	-4%	-9	-0.8%	0%	1	x	0%	-5%	-47%[inhibitor]	-1%	-2%
COC(=O)c1cc(C(=O)Nn2cnnc2)cc([N+](=O)[O-])c1	0%	6	-0.3%	3%	7	0%	-2%	1%	12%	10%[11.5 µM]	0%
C[C@]12CC[C@H](O)CC1=CCC1C2CC[C@@]2(C)C1CCC21OCCO1 (stereo partly drawn)	0%	-12	-0.3%	0%	x	x	x	-1%	6%	x	-4%
CCCC(=O)O[C@@H]1C[C@@H](C)N(C(=O)c2ccccc2)c2ccc(C)cc21	5%	-4	-0.5%	4%	3	-6%	3%	-3%	3%	-2%	0%
COc1ccc(OC)c(/C=C/C(=O)c2ccc3c(c2)OCCO3)c1	u	-26	-0.2%	1%	1	16%	0%	-2%	-79%[inhibitor]	-1%	13%
C#Cc1cccc(C(=O)N2CCCC(Nc3cccc(F)c3)C2)c1 (stereo not drawn)	0%	-11	-0.3%	-3%	x	x	-1%	-1%	-44%	-2%	1%
COC(=O)CN1C(=O)C2(OCCCO2)c2ccccc21	1%	-8	-0.1%	2%	1	-2%	3%	-8%	11%	4%	0%
O=C(OCC(=O)N1CCc2ccccc21)c1ccc[nH]c1=O	1%	3	0.1%	0%	0	-20%	-1%	-1%	-2%	-6%	4%
N/C(Cc1ccc([N+](=O)[O-])cc1)=N\OC(=O)c1ccc([N+](=O)[O-])cc1	u	-6	0.1%	-1%	-1	u	-4%	-4%	-13%	0%	-6%
CC(Cc1c[nH]c2ccccc12)NC(=O)OCCCl (stereo not drawn)	-9%	14	-0.1%	-20%	-2	-6%	-2%	0%	-35%	-11%	6%
COc1ccccc1C(=O)COC(=O)c1cc([N+](=O)[O-])ccc1N1CCOCC1	u	4	0.3%	1%	x	x	x	1%	-8%	x	-7%
Cc1nn(C)cc1S(=O)(=O)N1CCN(c2ccc(F)cc2)CC1	-4%	16	-0.4%	0%	x	x	2%	-3%	0%	0%	-1%
CCOC(=O)C1=C(N)OC2=C(C(=O)CCC2)C1c1ccco1 (stereo not drawn)	0%	10	-1.0%	u	2	-3%	-1%	0%	19%	6%	6%

These rows are one share of the data; rates above refer to the full screens.
